Efflux pump mplx: blocks antifungal efflux pumps in multiplex yeast assay; S. cerevisiae Candida pump triplex, Nile Red efflux; inhibition, % at 10 µM; 0.44% of 330,000 active;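 active = plate passing quality check with inhibition over a set limit, or well fluorescence over plate mean plus 4 SD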;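 also: Nile Red retained in pooled yeast measured as flow cytometry median fluorescence; 0% = buffer negative control and 100% = Enniatin B positive control; higher means more Nile Red kept so more efflux inhibition; some compounds called inactive have numbers as strong as hits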
TPT1 inhibitor: C. albicans TPT1 enzyme inhibition; recombinant caTPT1, FP RNA substrate dephosphorylation; inhibition, % at 5 µM; 0.81% of 300,000 active; AID 1962;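 active = inhibition above the mean of all tested compounds plus 3 SD, set per screening campaign, cut at about 24% in these data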;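 also: plate controls were DMSO alone for no effect and ferristatin control at 100 nM for full effect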
LYPLA2 inh: blocks human lysophospholipase 2, a PME1 counter-screen; O95372; recombinant LYPLA2, FP-Rh probe fluorescence polarization; inhibition, % at 5.9 µM; 0.38% of 320,000 active; AID 2177;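 active = inhibition above the screen-wide mean plus 3 SD, limit set per campaign, cut at about 26% in these data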;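 also: 0% = LYPLA2 with DMSO and 100% = wells lacking LYPLA2 enzyme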
core dimer inh: blocks dimerization of HCV core protein. TR-FRET GST/Flag-core106 dimerization, 1536-well. 0.33% of 300,000 active. inhibition, % at 5 µM;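 active = inhibition above the mean of all tested compounds plus 3 SD, set per screening campaign, cut at about 45% in these data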
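Assay system: GST-tagged and Flag-tagged HCV core protein residues 1-106 / Times: compound-protein-antibody incubation 4 h at 22.5 °C / Signal: time-resolved FRET, ex 340 nm, em 617 and 671 nm / Evaluation: % inhibition based on acceptor/donor emission ratio / Benchmarks: wells lacking GST-core106 and wells with excess unlabelled core106 / Repeats: singlicate, one well per compound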
PP1 inh: PP1-alpha (human) inhibition in PP5 counter-screen; P62136; purified PP1alpha, OMFP fluorescence; inhibition, % at 6.7 µM; 0.9% of 320,000 active;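 active = inhibition above the mean inhibition of all tested compounds plus 3 SD, computed separately for each screening campaign, cut at about 15% in these data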
CTSL1 counter: blocks F. hepatica cathepsin L1 in PFM18AAP counter-screen | recombinant F. hepatica cathepsin L1, Z-Leu-Arg-MCA fluorescence | inhibition, % at 5.96 µM | 0.49% of 300,000 active;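 active = inhibition above the mean of all tested compounds plus 3 SD, set per screening campaign, cut at about 17% in these data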;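 also: 0% = plate median of test compound wells and 100% = 1 µM Z-Phe-Ala-diazomethylketone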
PP5 inh: blocks human protein phosphatase 5 activity. 0.18% of 320,000 active. inhibition, % at 6.7 µM. purified PP5c, OMFP substrate fluorescence. P53041;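 active = inhibition above the campaign's mean inhibition across all tested compounds plus 3 SD, cut at about 9.5% in these data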;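 also: 0% = DMSO only and 100% = 100 µM cantharidin control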
Target sequence (P53041 whole entry, looked up): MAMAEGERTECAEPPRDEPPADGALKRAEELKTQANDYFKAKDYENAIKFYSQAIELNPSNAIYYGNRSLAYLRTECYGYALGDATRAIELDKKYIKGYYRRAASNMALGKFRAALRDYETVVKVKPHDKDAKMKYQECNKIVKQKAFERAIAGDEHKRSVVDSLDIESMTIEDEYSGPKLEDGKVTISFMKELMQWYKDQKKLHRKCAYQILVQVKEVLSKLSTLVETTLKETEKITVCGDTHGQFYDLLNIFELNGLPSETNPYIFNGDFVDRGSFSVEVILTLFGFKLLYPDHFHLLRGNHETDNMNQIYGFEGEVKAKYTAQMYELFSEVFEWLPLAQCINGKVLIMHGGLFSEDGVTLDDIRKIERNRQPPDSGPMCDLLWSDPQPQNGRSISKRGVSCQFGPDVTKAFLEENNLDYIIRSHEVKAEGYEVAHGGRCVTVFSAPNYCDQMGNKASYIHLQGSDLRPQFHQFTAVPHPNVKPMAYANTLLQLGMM
GASC-1 inh: inhibitors of human GASC-1 (JMJD2C) demethylase; Q9H3R0; 0.069% of 330,000 active; inhibition, % at 2.35 µM; GST-JMJD2C(1-420) H3K9me3 demethylation, DELFIA europium;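 active = more than half of a compound's replicate wells show inhibition beyond 50%, single wells judged on their own value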;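 also: signal counts dimethyl H3K9 product captured on neutravidin plate; 0% = median of DMSO wells and 100% = 0.3 times that DMSO median; strong numbers were not always called active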
Target sequence (Q9H3R0 1-420 limits assumed): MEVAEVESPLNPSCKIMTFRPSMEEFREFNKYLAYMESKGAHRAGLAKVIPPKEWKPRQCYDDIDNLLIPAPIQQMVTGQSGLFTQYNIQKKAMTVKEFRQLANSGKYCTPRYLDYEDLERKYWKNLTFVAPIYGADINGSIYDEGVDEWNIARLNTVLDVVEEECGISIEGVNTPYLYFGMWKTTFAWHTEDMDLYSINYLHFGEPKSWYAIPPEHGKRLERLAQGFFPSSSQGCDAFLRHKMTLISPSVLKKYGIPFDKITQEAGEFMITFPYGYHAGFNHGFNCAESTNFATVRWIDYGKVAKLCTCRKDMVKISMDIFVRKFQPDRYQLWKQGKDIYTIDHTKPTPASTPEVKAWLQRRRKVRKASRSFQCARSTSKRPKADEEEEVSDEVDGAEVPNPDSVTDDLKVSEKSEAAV
PREPL inhibitor: inhibits the human prolyl oligopeptidase-like enzyme; AID 2751; Q4J6C6; 0.68% of 320,000 active; recombinant PREPL, fluorescence polarization activity-based probe; inhibition, % at 5.96 µM; in the data active = inhibition above about 43%;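 also: 0% = enzyme with DMSO and 100% = wells lacking enzyme; many of its hits are not listed in these tables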
Active calls of the source: *; · = not tested or not shown; & = joins results of further samples. An excerpt; the hit share may differ from the screen's.

SMILES	Efflux pump mplx	TPT1 inhibitor	LYPLA2 inh	core dimer inh	PP1 inh	CTSL1 counter	PP5 inh	GASC-1 inh	PREPL inhibitor
O=C(/C=C/c1ccco1)NCCCN1CCOCC1	0.0	-1	1	-3	5	0	-0.4	3	-7
Cc1cc(NC(=O)CS(=O)(=O)c2cn(Cc3ccccc3Cl)c3ccccc23)no1	0.0	4	-1	4	-1	-2	5.1	-2&10	-17
O=C(O)c1c(Cl)cccc1Cl	0.1	·	-5	·	0	·	1.3	7	13
Cc1c(NC(=S)NC(=O)c2sc3ccccc3c2Cl)cccc1C(=O)O	0.0	3	1	9	-7	-1	-2.6	5	-4
Nc1nnc(SCCCC(=O)c2ccccc2)s1	0.0	1	-2	-11	3	5	-6.2	-3	-1
C/C(=N\OC(=O)c1ccc(F)cc1)c1ccc(F)c(F)c1	-0.1	2	-1	0	-2	0	1.9	-24	6
O=C(CCc1nc2ccccc2c(=O)[nH]1)Nc1cc(C(F)(F)F)ccc1N1CCCC1	0.0	·	7	·	0	·	2.6	11	14
O=C(NCc1ccco1)c1cc(-c2ccc(F)cc2)on1	0.1	-2	8	0	-1	0	0.6	0	3
COCCSc1ccccc1C(=O)Nc1ccc(Cl)cn1	-0.1	-3	3	-8	0	4	0.3	-3	10
Cn1cc(CNC(=O)c2ccc3nc(Cc4ccccc4F)oc3c2)cn1	0.0	0	8	-1	-7	-3	1.8	-1	-9
COc1ccc(OC)c(/C=N/NC(=O)CNC(=O)c2ccc(S(=O)(=O)N3CCCC3)cc2)c1	0.2	3	-5	1	-6	-2	0.8	1	2
C=CCN(c1ccccc1C(=O)O)S(=O)(=O)c1ccc(NC(=O)OC)cc1	0.0	2	6	0	0	-6	-0.9	11	2
CCN1C(=O)N(C)[C@@H](c2ccccc2)C(C(C)=O)=C1C	0.1	2	4	-14	-8	-4	2.3	-4	15
O=C(COc1ccccc1)NCC(=O)N/N=C/c1ccc(Cl)cc1	0.0	0	3	-8	0	4	1.9	-6	-2
C=CCNc1nc(-c2ccc(Cl)cc2)cs1	-0.2	-1	7	-2	3	25*	1.4	-5	26
CCCN(CC(=O)Nc1ccccc1C)C(=O)C1CCN(S(=O)(=O)c2cccc(C(F)(F)F)c2)CC1	-0.2	-3	3	-4	-1	9	0.2	-1	9
NC(=S)Nc1cccc(-c2n[nH]c(=S)o2)c1	0.1	1	2	1	-6	-2	2.7	19	-10
COCc1c(C(=O)N/N=C/c2cccc3ccccc23)nnn1-c1nonc1N	0.0	-2	-1	-1	3	-1	-0.4	-5	21
Cc1cc(C(F)(F)F)n2nc(-c3cccs3)cc2n1	0.1	3	-2	-2	-3	7	2.4	6	5
COc1ccc(CNC(=O)C2CCN(S(=O)(=O)c3ccc(SC)cc3)CC2)cc1	0.2	0	-11	-1	0	-5	-0.1	-4	3

An excerpt of these results, with values under each structure.
Under each structure: Efflux pump mplx, TPT1 inhibitor, LYPLA2 inh, core dimer inh, PP1 inh, CTSL1 counter, PP5 inh, GASC-1 inh, PREPL inhibitor
- CCN1C(=O)N(C)[C@@H](c2ccccc2)C(C(C)=O)=C1C
→ 0.1, 2, 4, -14, -8, -4, 2.3, -4, 15
- Cc1c(NC(=S)NC(=O)c2sc3ccccc3c2Cl)cccc1C(=O)O
→ 0.0, 3, 1, 9, -7, -1, -2.6, 5, -4

(listing goes on)
SMILES	Efflux pump mplx	TPT1 inhibitor	LYPLA2 inh	core dimer inh	PP1 inh	CTSL1 counter	PP5 inh	GASC-1 inh	PREPL inhibitor
O=C(O)c1cc([N+](=O)[O-])ccc1NCc1cccnc1	-0.1	-5	7	-3	-3	3	0.6	0	8
COCc1ccc(-c2c(-c3cc(OC)cc(OC)c3)oc(=O)c3cc(OC)c(OC)cc23)cc1	0.1	·	-6	·	1	·	1.2	-7	-10
CC1CN(C(=S)SCC(=O)c2ccc([N+](=O)[O-])cc2)CC(C)O1 (stereo not given)	0.1	3	1	6	3	1	0.8	-8	22
COC(=O)c1ccccc1NC(=O)Nc1cc(C)cc(C)n1	-0.1	-4	3	-2	-1	0	4.1	-6	17
COc1ccccc1-c1cn(-c2ccccc2)c(=S)[nH]1	0.3	0	-1	-4	0	-3	2.3	0	25
Cc1ccc(S(=O)(=O)CCC(=O)NCc2ccccc2F)cc1	0.0	-1	1	0	-1	6	0.3	5	-4
COC(=O)c1cn(CC(=O)N2CCCCCC2)c2ccccc12	-0.1	4	9	-1	-5	4	1.1	6	-6
Cc1ccc(S(=O)(=O)N(CC2CO2)c2cccc([N+](=O)[O-])c2)cc1 (stereo not given)	0.0	0	4	6	-1	2	-0.1	2	2
CC(C)(C)C1=NN=C2c3ccccc3C(=O)C21 (stereo not given)	-0.1	1	-8	2	-4	-3	7.7	11	3
CC(=C/c1ccccc1)/C=N/NC(=O)c1cccs1	0.1	2	-3	0	-4	1	0.6	-8	-2
Cc1ccc(S(=O)(=O)N2CCC(C(=O)OCC(=O)N(C)Cc3ccccc3)CC2)cc1C	-0.1	4	7	2	-1	4	2.6	0	18
COC(=O)c1cccc(C(=O)Nc2ccc(C)cc2Br)n1	0.0	0	-2	1	-1	5	1.4	-5	7
COCC1CCCN(Cc2cn(-c3ccccc3)nc2-c2ccc3c(c2)OCO3)C1 (stereo not given)	0.2	0	5	-4	-4	-4	-1.0	-1	-13
O=C1CNC(=S)N1CCOc1ccccc1	0.0	9	-1	0	-2	1	-1.0	1	-21
O=Cc1c(SCCO)nc2ccccn2c1=O	0.0	0	8	0	1	5	1.3	0	10
COc1cccc(/C=N/Nc2ncnc3c2ncn3Cc2ccccc2)c1O	-0.1	0	2	-6	20*	3	2.6	-6	21
CCC(Sc1nc2ccsc2c(=O)n1Cc1ccc(C(=O)O)cc1)C(=O)Nc1ccc(C)c(Cl)c1 (stereo not given)	0.8*	0	-20	25	17*	2	3.3	9	-13
COC(=O)c1cc(Br)c(=O)n(-c2cc(C)on2)c1	0.0	-7	4	-1	-1	-5	-1.0	-3	2
O=C1N/C(=N\N=C\c2ccco2)SC1Cc1ccccc1[N+](=O)[O-] (stereo not given)	0.0	-3	5	-2	0	4	2.0	-8	4
Nn1c(SCc2nc3ccccc3[nH]2)nnc1C1CCCCC1	0.4	-4	-1	4	-10	-10	3.2	3	9
CCOC(=O)N1CCN(C(=O)c2cn(CC)c3cc(N4CCN(C)CC4)c(F)cc3c2=O)CC1	0.2	-1	-7	-3	-1	2	-0.8	5	-4
O=C(CSC(=S)N1CCCC1)N1CCN(S(=O)(=O)c2ccccc2F)CC1	-0.1	-2	3	-2	-2	7	3.6	8	9
O=S(=O)(NC1=NCCC1)c1cccs1	0.0	-2	4	-1	0	-1	0.7	-17	-1
CCn1c(C)nc2cc(C(=O)N/N=C/c3cccc(O)c3O)ccc21	-0.1	-6	-7	-5	7	1	1.6	10	45*
Nc1ccc(-c2cnc3ccccc3n2)cc1	-0.1	-1	1	-8	5	3	-0.5	1	7
COc1cc2c(cc1OC)CN(C(=O)CN(C)S(=O)(=O)c1ccc(NC(C)=O)cc1)CC2	-0.2	1	12	-3	-3	-4	0.7	-8	8
O=C(COc1ccc(Cl)cc1Cl)N(Cc1ccco1)C1CCS(=O)(=O)C1 (stereo not given)	0.1	-1	4	1	-14	15	-0.2	6	10
Cc1cc(/C=C2\SC(=S)N(Cc3ccco3)C2=O)c(C)n1-c1ccccc1	1.1	102*	-3	23	13	3	2.7	12	0
COCCN(Cc1cc2cc(C)cc(C)c2nc1Cl)C(=O)Nc1ccccc1	0.0	-2	0	5	0	2	3.1	-4	3
Cc1ccc(C)c(S(=O)(=O)N2CCCOC2CNC(=O)C(=O)NCCCn2ccnc2)c1 (stereo not given)	0.6	0	5	-3	-7	-2	0.4	1	15
Cc1nnc2sc(SCC(=O)Nc3ccc(Br)cc3)nn2c1=O	0.0	4	-1	1	1	0	0.1	-2	2
COc1ccc(NC(=O)C(C)Sc2ccccc2)cc1 (stereo not given)	0.1	4	-6	4	0	2	2.0	3	8
COc1ccccc1OCCNC(=O)Nc1ccc(Br)cc1	0.1	2	0	1	-3	3	0.8	14	-4
COc1ccc(CCNC(=O)Nc2cccc([N+](=O)[O-])c2)cc1OC	0.6	3	0	-2	-6	-8	0.5	-4	16
COC(=O)[C@@H](NC(=O)CCc1nnc(-c2ccsc2)o1)C(C)C	0.0	-1	2	0	-2	3	-1.8	-1	6
COc1ccc(C)cc1NC(=S)NC(C)c1ccc(OC)c(OC)c1 (stereo not given)	-0.1	-3	-4	0	1	-1	-0.2	-6	9
CC1CCC(NCCNC(=O)c2ccco2)CC1 (stereo not given)	-0.2	-3	3	10	1	-3	-0.8	2	-3
Cc1ccc2nc(C(F)(F)F)c(C#N)c(N)c2c1	0.1	-1	-4	-1	-4	-2	2.3	35	6
CCn1c(CNC(=O)c2cccc(C)c2)nc2ccccc21	-0.1	3	-1	4	-4	-11	3.3	-8	4
CCOC(=O)COc1c(Br)cc(/C=C2\SC(=O)N(CC(=O)N3CCCC3)C2=O)cc1OC	-0.1	0	0	16	-1	4	0.8	-3	1
Cc1nc(N/N=C/c2ccc(Br)cc2)cc(N2CCOCC2)n1	0.1	1	3	-7	-1	2	3.6	-6	4
COc1ccccc1NC(=O)C1CCN(C(=O)c2ccc(C(C)(C)C)cc2)CC1	0.3	2	25	2	2	0	2.5	2	5
CN(c1ccccc1C(=O)Nc1ccc2ccccc2c1)S(C)(=O)=O	-0.1	-4	3	-2	-1	0	-1.1	-2	20
COc1cc(NS(=O)(=O)c2ccc(NC(=O)/C=C/c3ccc([N+](=O)[O-])cc3)cc2)ncn1	0.3	3	-6	7	1	8	0.1	15	11
S=c1nccc(-c2ccc(Cl)cc2)[nH]1	-0.1	-2	4	-6	-3	-2	1.0	2	11
CCOc1ccc(NS(=O)(=O)c2ccc(OC)c(C)c2)cc1	-0.2	4	-9	-2	3	-1	0.6	5	6
CCC(C(=O)Nc1ccc(S(=O)(=O)Nc2ncccn2)cc1)c1ccccc1 (stereo not given)	0.1	2	6	-6	-5	-1	-0.8	-5	-18
CCOc1ccc2nc(NC(=O)CSc3nc(SC)ns3)sc2c1	0.0	1	-2	2	5	2	2.4	0	13
NC(=O)c1ccccc1NS(=O)(=O)c1ccc2c(c1)OCCO2	0.0	-1	-2	-3	-3	-1	-0.4	-11	1
COc1cccc(OC)c1C(=O)Nc1ccc(C(=O)c2ccncc2)cc1	0.0	0	8	1	-3	2	-2.2	56	0
O=C(NC(=S)NCCOCc1ccc(Cl)cc1)c1cccnc1	-0.1	-1	8	1	0	0	1.0	-1	21
O=S(=O)(NCc1cc(-c2ccc(Cl)cc2)no1)c1ccccc1	0.0	-5	6	-2	1	4	2.7	-11	-21
CCN(C(=O)COC(=O)c1cc([N+](=O)[O-])ccc1N1CCCCC1)C1CCS(=O)(=O)C1 (stereo not given)	0.1	-1	2	-1	-1	-3	-0.9	2	-8
Cc1cccc(NS(=O)(=O)c2cc3c(cc2C)N(C)CCO3)c1	0.0	-1	6	19	-2	65*	1.5	-4	14
O=C(Nc1cccc(-c2cccc(Cl)c2)c1)C1CCN(Cc2ccc(CO)o2)CC1	0.2	1	-5	4	2	1	4.5	6	-40
CCOC(=O)c1c(NC(=O)CSc2ncccn2)sc2c1CC(C)(C)NC2(C)C	0.1	1	2	4	1	-1	1.8	2	2
Cc1cccc(C(=O)N2CC(=O)Nc3ccc(F)cc3C2c2ccc(F)cc2)c1 (stereo not given)	-0.2	-2	3	2	-1	-3	0.2	4	8
O=C(NCc1ccc(Cl)cc1)C(=O)N/N=C/c1ccc(Br)cc1	0.1	0	-7	4	3	-3	0.4	14	-1

From PubChem
